High-throughput results deposited in PubChem BioAssay by Sanford-Burnham Center for Chemical Genomics.
H9c2 TAG inh: reduces triacylglycerol accumulation in H9c2 cells | Nile Red lipid (TAG) fluorescence; cells loaded with 200 µM oleic acid | inhibition, % at 12.5 µM | 0.66% of 230,000 active | AID 651582;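 active = pattern-corrected inhibition of lipid staining of at least 50% with the nuclear-stain viability signal not falling by more than 50%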;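 also: 0% = DMSO wells and 100% = triacsin C control wells; some results filed as inactive read as strong as hits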
H9c2 TAG inh DAPI viability: also measured in H9c2 TAG inh; calls as there; DAPI nuclei signal change (viability), lower = more cytotoxic, %;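 whole-well DAPI fluorescence read on a plate reader as a viability signal; minus 50 percent equals half of cells still viable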
Numbers without * were called inactive.

cpd | Molecule | H9c2 TAG inh DAPI viability | H9c2 TAG inh
1 | CCOC(=O)N1CCN(c2ncnc3c2cnn3-c2ccc(OC)cc2)CC1 | -10 | -1
2 | CC(C)c1cccc(-c2csc(C(C)(O)c3ccccc3)n2)c1 (stereo not given) | 6 | 4
3 | O=C(CNC(=O)c1ccncc1)Nc1ccc(F)c(F)c1 | -5 | 5
4 | CCCNC(=O)COC(=O)c1n[nH]c2ccccc12 | -10 | 5
5 | CCOc1ccc(-n2ccnc(SCC(=O)Nc3ccc(CC)cc3)c2=O)cc1 | 3 | -11
6 | COc1ccc(-c2cc(C(F)(F)F)nc(N3CCN(Cc4ccccc4)CC3)n2)cc1OC | 11 | 21
7 | Nc1cc(S(=O)(=O)Nc2ccccc2Cl)ccc1N1CCOCC1 | -2 | -22
8 | Cc1nc2c(OCC(=O)C(C)(C)C)cccn2c1N(C)Cc1cccs1 | 22 | -5
9 | COc1cc(O)ccc1C=O | 3 | 2
10 | COc1ccc(NS(=O)(=O)c2ccc(NC(=O)Cc3cccs3)cc2)cc1 | -10 | -21
11 | CCn1c(=O)cc(OCC(=O)NCCc2ccc(OC)c(OC)c2)c2ccccc21 | -6 | 10
12 | COc1cc(N(C(C)=O)c2ccc(O)cc2)c2ncccc2c1 | 2 | 8
13 | CC(O)(P(=O)(O)O)P(=O)(O)O | 3 | 1
14 | COc1cc(NC(=O)CN2CCC(C(N)=O)(N3CCCCC3)CC2)c(OC)cc1Cl | -7 | 19
15 | CCNC(=O)C1(C)CCCN(C(=O)c2cc(OC)ccc2Br)C1 (stereo not given) | -10 | 17
16 | C#CC1CN(Cc2ccccc2)CC(C#C)N1C (stereo not given) | -4 | 8
17 | CC(C(=O)N1CCN(Cc2ccc3c(c2)OCO3)CC1)c1ccc([N+](=O)[O-])cc1 (stereo not given) | 4 | -17
18 | CCOC(=O)NC(=O)/C(C#N)=N\Nc1ccc(Cl)cc1 | 3 | 2
19 | O=C(Cc1ccc(Cl)cc1)NNC(=O)c1ccco1 | 1 | 3
20 | Fc1cccc(F)c1/C=N/Nc1ccccn1 | 0 | 13
21 | COc1cccc(CNC(=O)c2cccc(NC(=O)C3=C(C)OCCS3)c2)c1 | -7 | 4
22 | Cc1occc1-c1nnc(SCC(=O)N2CCOCC2)o1 | -1 | -10
23 | Clc1ccc(-c2cn3ccccc3n2)cc1 | 9 | -11
24 | COc1ccc(NC(=O)c2cccc3ccccc23)cc1 | -9 | 1
25 | COc1ccccc1C(=O)Nc1ccc(S(=O)(=O)N2CCCCC2c2cccnc2)cc1 (stereo not given) | 12 | -3
26 | Cc1cc(NC(=O)CSc2cn(CCNC(=O)c3ccc(Cl)cc3)c3ccccc23)no1 | -5 | 9
27 | Cc1nn(-c2ccccc2)c(C)c1C(=O)NCCc1ccc(Cl)cc1 | 9 | 11
28 | c1ccc2c(c1)[nH]c1c(N3CCN(C4CCCCC4)CC3)ncnc12 | 49 | 0
29 | Clc1ccc(-c2cccs2)nn1 | -2 | -10
30 | O=C(c1cccc(S(=O)(=O)N2CCCCCC2)c1)N1CCN(c2ccccc2F)CC1 | -2 | 0
31 | C#CCN1C(=O)C(O)(CC(=O)c2cc(OC)ccc2OC)c2ccccc21 (stereo not given) | -7 | 15
32 | CCN(CC)S(=O)(=O)c1ccc(NC(=O)COc2cccc(-n3cnnn3)c2)cc1 | 4 | 0
33 | Cc1ccc(-n2nnnc2-c2cnc3cc4c(cc3c2C)OCO4)cc1 | 0 | -5
34 | CC1CCCCN1C(=O)COC(=O)CSc1ccc(C(N)=O)cc1[N+](=O)[O-] (stereo not given) | 1 | -5
35 | COc1ccc(S(=O)(=O)N2CCOCC2)cc1NC(=O)CSc1cc(C)ccc1C | 4 | 3
36 | CC(C)(C)N/N=C1\CC(c2ccccc2)Oc2ccccc21 (stereo not given) | 14 | -27
37 | COc1ccc(C(=O)Nc2cc(C(=O)O)cc(C(=O)O)c2)cc1Cl | -1 | 24
38 | O=C(Nc1ccc(Cc2ccncc2)cc1)c1ccc([N+](=O)[O-])o1 | -73 | 93
39 | CCCCNC(=O)c1nn(-c2ccccc2OC)c(=O)c2ccccc12 | 7 | -6
40 | CN(C)S(=O)(=O)c1cccc(NC(=O)COC(=O)/C=C/c2cccs2)c1 | 2 | 1
41 | CCC(=O)Nc1nc2ccc([N+](=O)[O-])cc2s1 | 6 | 0
42 | CCCCn1c(SCC(=O)Nc2cc(C)on2)nnc1-c1cccs1 | 7 | 8
43 | O=C(Oc1ccc(N2C(=O)CCC2=O)cc1)c1ccco1 | -1 | -10
44 | CCCCn1c(N)c(N(CCC(C)C)C(=O)c2oc3ccc(OCC)cc3c2C)c(=O)[nH]c1=O | -2 | 11
45 | O=C(NCC1(c2ccccc2)CCOCC1)c1ccc(Br)o1 | 12 | -35
46 | O=C(COC(=O)c1ccco1)NCc1ccco1 | 9 | -11
47 | Cc1ccc(S(=O)(=O)N2CCOCC2)cc1C(=O)N1CC(C)CC(C)C1 (stereo not given) | -3 | 3
48 | COc1cccc(CNc2nc(NCC3CC3)nc3ccsc23)c1OC | 11 | -16
49 | COc1ccc(F)cc1S(=O)(=O)NC1CC(C)(C)NC(C)(C)C1 | -3 | 6
50 | CC(OC(=O)c1ccc(S(C)(=O)=O)c([N+](=O)[O-])c1)C(=O)NC1C2CC3CC(C2)CC1C3 (stereo not given) | -47* | 65*

Additional structures:
cpd | Molecule | H9c2 TAG inh DAPI viability | H9c2 TAG inh
51 | Cc1cc(NC(=O)C2CCN(S(=O)(=O)c3cccs3)CC2)no1 | -9 | 10
52 | Cn1ncc(Cl)c1C(=O)N/N=C/c1cc2c(cc1[N+](=O)[O-])OCO2 | 1 | 6
53 | CCn1c(SCC(=O)Nc2ccc(OC)cc2)nc2nc3c(cc2c1=O)CCCC3 | 6 | -2
54 | Cc1nn(C)c(=O)c(N)c1-c1cc(-c2ccc(Cl)c(Cl)c2)n[nH]1 | 5 | -2
55 | COc1cccc(-c2cc(C(=O)NCCCn3ccnc3)no2)c1 | 14 | -7
56 | Cc1ccc(C(=O)COC(=O)CCN2C(=O)C3C4CCC(C4)C3C2=O)cc1C (stereo not given) | 4 | 10
57 | COc1ccccc1-c1c(C)[nH]n2c(=O)c(Cc3ccccc3)c(C)nc12 | -9 | -50
58 | O=C1OCCC1=Cc1ccccc1 | 4 | -1
59 | O=C(NC1CCN(Cc2ccccc2)CC1)c1ccc(Oc2cc(Cl)cc(Cl)c2)o1 | 20 | -14
60 | COc1ccccc1C1CC(=O)Oc2cc(C)c(Cl)cc21 (stereo not given) | -3 | -8
61 | Cc1c(O)nc(SC2CC(=O)N(c3cc(Cl)cc(Cl)c3)C2=O)[nH]c1=O (stereo not given) | -3 | 5
62 | O=C(NCc1nnc(SCC(=O)N2CCOCC2)o1)c1c(F)cccc1F | -1 | -15
63 | CCCn1nc(C(=O)N2CCc3ccccc32)c2ccccc2c1=O | -6 | -12
64 | CC(C)=CCN1CCN(CC#Cc2ccccc2)CC1CCO (stereo not given) | -6 | 13
65 | Cc1cc(C(=O)CN2C(=O)C3CC=CCC3C2=O)c(C)n1-c1ccccc1 (stereo not given) | -5 | 18
66 | C/C=C1\COC(C(=O)NCCN2CCCC2)(C(F)(F)F)C=C1C=C1CCCCC1 (stereo not given) | 4 | 6
67 | c1ccc(-c2cn3nc(-c4ccccc4)c(-c4ccccc4)nc3n2)cc1 | 1 | 0
68 | CC(=O)NCCNc1ccc([N+](=O)[O-])cn1 | 4 | 2
69 | O=C(Cc1ccccc1)NN1C(=O)/C(=C/c2ccc(C(=O)O)cc2)SC1=S | -24 | 27
70 | Cc1cc(C)cc(NC(=O)C(NCCN2CCOCC2)c2ccccc2)c1 (stereo not given) | -1 | 2
71 | O=c1[nH]c2c(s1)C(c1ccccc1)C1C3CCC(C3)C1S2 (stereo not given) | 6 | -2
72 | O=C(Cc1ccc(F)cc1)NC1CCSC1=O (stereo not given) | 4 | 1
73 | Cc1nc(NCCc2ccccc2)c2oc3ccccc3c2n1 | 7 | -81
74 | Cc1nn(C)c(=O)n1N(C)c1ncc(C(F)(F)F)cc1Cl | 4 | -20
75 | CCn1c(COc2ccc(=O)n(-c3ccccc3)n2)n[nH]c1=S | 6 | -6

Seven records picked at random from the list so far:
cpd | Molecule | H9c2 TAG inh DAPI viability | H9c2 TAG inh
70 | Cc1cc(C)cc(NC(=O)C(NCCN2CCOCC2)c2ccccc2)c1 (stereo not given) | -1 | 2
75 | CCn1c(COc2ccc(=O)n(-c3ccccc3)n2)n[nH]c1=S | 6 | -6
71 | O=c1[nH]c2c(s1)C(c1ccccc1)C1C3CCC(C3)C1S2 (stereo not given) | 6 | -2
68 | CC(=O)NCCNc1ccc([N+](=O)[O-])cn1 | 4 | 2
66 | C/C=C1\COC(C(=O)NCCN2CCCC2)(C(F)(F)F)C=C1C=C1CCCCC1 (stereo not given) | 4 | 6
61 | Cc1c(O)nc(SC2CC(=O)N(c3cc(Cl)cc(Cl)c3)C2=O)[nH]c1=O (stereo not given) | -3 | 5
55 | COc1cccc(-c2cc(C(=O)NCCCn3ccnc3)no2)c1 | 14 | -7

New compounds follow.
cpd | Molecule | H9c2 TAG inh DAPI viability | H9c2 TAG inh
76 | O=C(NC1CCCc2ccccc21)c1cn2ccccc2n1 (stereo not given) | -1 | -3
77 | Cc1ccccc1-c1nnc(SC(C)C(=O)NC2CCCC2)o1 (stereo not given) | 1 | 10
78 | O=C(c1cccc(F)c1)N1CCc2ccccc2C1 | 0 | -12
79 | Cc1ccc(NCc2ccc(O)c3ncccc23)cc1C | -8 | 2
80 | Cc1cc(OC(=O)c2ccccc2Cl)c([N+](=O)[O-])c(=O)[nH]1 | -7 | 11
81 | Cc1cc(=O)oc2cc(OCC(=O)NCc3ccco3)ccc12 | 7 | 24
82 | CCOC(=O)CSc1nc2sc3c(c2c(=O)n1C1CCCCC1)CCN(C)C3 | 7 | -3
83 | C=CCNC(=O)c1cnc2n(c1=O)CCS2 | 4 | -7
84 | Cc1onc(-c2c(Cl)cccc2Cl)c1COC(=O)c1ccc([N+](=O)[O-])cc1 | 7 | -20
85 | Cc1cccc(CN2CCN(C(=S)Nc3ccccc3)CC2)c1 | -15 | 26
86 | COCCn1c(N)c(N(Cc2ccccc2)C(=O)c2ccc(N3CCCC3=O)cc2)c(=O)[nH]c1=O | -2 | 1
87 | CCOc1ccc(N/C(N)=N/c2nc(CSc3nnc(C)s3)cc(=O)[nH]2)cc1 | -22 | 19
88 | CC(Nc1ncnc2nc[nH]c12)c1ccccc1 (stereo not given) | 2 | 8
89 | COc1cc(C(=O)NCc2nc(C)cs2)ccc1OC1CCN(C(C)=O)CC1 | 4 | 3
90 | Cc1onc(-c2ccccc2Cl)c1C(=O)N1CCCCC1C(=O)O (stereo not given) | -11 | 21
91 | O=[N+]([O-])c1ccccc1/C=C/C=N/Nc1ccc(S(=O)(=O)Nc2ccc(Cl)cc2)cc1[N+](=O)[O-] | -4.5* | 58*
92 | COc1ccccc1-n1ccnc(SCC(=O)NCc2ccccc2Cl)c1=O | 2 | -5
93 | O=c1c(Cc2ccc(F)cc2)c(O)ccn1CCc1cnc[nH]1 | 6 | 7
94 | CCOC(=O)Cc1csc(SC(C)C(=O)NC2CCCCC2C)n1 (stereo not given) | 2 | -15
95 | O=C(CN1C(=O)c2cccc3cccc1c23)N1CCN(Cc2ccc3c(c2)OCO3)CC1 | 6 | -8
96 | O=C(NN1c2ccccc2CCc2ccccc21)c1ccccc1Br | -11 | 28
97 | CCOC(=O)N1CCC(N2C(=O)c3ccccc3C2Nc2ccc3c(c2)OCCO3)CC1 (stereo not given) | -6 | -6
98 | NC(=O)c1cnn(-c2cc(Oc3ccccc3)ncn2)c1N | 62 | 1
99 | Cc1ccc(C(=O)N/N=C/C=C/c2ccccc2)o1 | 6 | -11
100 | Cc1ccc(CNC(=O)C(=O)NCC2OCCN2C(=O)c2ccc3c(c2)OCO3)cc1 (stereo not given) | -23 | 33
101 | CCOc1cc(C(=S)N2CCOCC2)ccc1OS(=O)(=O)c1ccc(C)cc1 | 3 | -23
102 | CCCC(=O)Nc1cccc2c1CCCC2 | 9 | -17
103 | CC(C)(C)c1ccc(NC(=O)c2ccsc2)cc1 | 49 | 1
104 | COc1ccc(CNC(=O)CSc2nnc3nc(C)cc(C)n23)cc1OC | 9 | -1
105 | Cn1c(=O)n(Cc2ccccc2F)c(=O)c2c1nc1n2CCN1Cc1ccco1 | -8 | 12
106 | O=C(c1cccc(F)c1)N1CCCC(C(=O)N2CCCC2)C1 (stereo not given) | -6 | 27
107 | Cc1cc(=O)[nH]c(SCC(=O)NCCC2=CCCCC2)n1 | 2 | -13
108 | COc1cccc(/C=N/NC(=S)Nc2cccnc2)c1 | -11 | 0
109 | COc1ccc(C(=O)Nn2c(SCC(=O)NCc3ccco3)nc3ccccc3c2=O)cc1 | 0 | -2
110 | O=C(CCCN1C(=O)/C(=C\c2cccs2)SC1=S)Nc1ccc(C(=O)O)cc1 | 12 | -11
111 | COCCSc1ccccc1C(=O)Nc1cccnc1 | -2 | -2
112 | O=C(NCc1ccncc1)C(F)(F)C(F)(F)C(=O)NCc1ccncc1 | -2 | -20
113 | CC(=O)Nc1ccc(NC(=O)CCN2C(=O)C3CC=CCC3C2=O)cc1 (stereo not given) | -3 | -3
114 | Cc1ccc(C2=NS(=O)(=O)N(C)C(C(=O)Nc3ccc(F)cc3F)=C2)cc1 | -3 | -4
115 | CCN(CC(=O)Nc1ccc(NC(C)=O)cc1)C(=O)c1cn(-c2ccccc2)nc1-c1cccs1 | 5 | -10
116 | CCc1ccc(N=C2N=C(N)c3ccccc32)cc1 | -9 | -1

Record cards, as listed above.
Cc1cccc(CN2CCN(C(=S)Nc3ccccc3)CC2)c1 across the screens: H9c2 TAG inh DAPI viability = -15; H9c2 TAG inh = 26
O=C(Cc1ccccc1)NN1C(=O)/C(=C/c2ccc(C(=O)O)cc2)SC1=S across the screens: H9c2 TAG inh DAPI viability = -24; H9c2 TAG inh = 27

Only part of the results is shown; rates above refer to the full screens.
